# Screening data as filed in PubChem BioAssay.
# CHT inh = human CHT choline transport inhibition; Q9GZV3; CHT-expressing cells, membrane potential dye, choline response; hits give low values; B-score at 10 µM; 310,000 tested, 0.86% active; AID 488975;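 active = B-score over 3 SD under the library average, and starting fluorescence ratio not unusually high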;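 also: choline stimulus applied at its EC90 after an EC20 pre-addition; B-score computed on integrated fluorescence ratio after choline addition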
# Target sequence (Q9GZV3 whole entry, looked up): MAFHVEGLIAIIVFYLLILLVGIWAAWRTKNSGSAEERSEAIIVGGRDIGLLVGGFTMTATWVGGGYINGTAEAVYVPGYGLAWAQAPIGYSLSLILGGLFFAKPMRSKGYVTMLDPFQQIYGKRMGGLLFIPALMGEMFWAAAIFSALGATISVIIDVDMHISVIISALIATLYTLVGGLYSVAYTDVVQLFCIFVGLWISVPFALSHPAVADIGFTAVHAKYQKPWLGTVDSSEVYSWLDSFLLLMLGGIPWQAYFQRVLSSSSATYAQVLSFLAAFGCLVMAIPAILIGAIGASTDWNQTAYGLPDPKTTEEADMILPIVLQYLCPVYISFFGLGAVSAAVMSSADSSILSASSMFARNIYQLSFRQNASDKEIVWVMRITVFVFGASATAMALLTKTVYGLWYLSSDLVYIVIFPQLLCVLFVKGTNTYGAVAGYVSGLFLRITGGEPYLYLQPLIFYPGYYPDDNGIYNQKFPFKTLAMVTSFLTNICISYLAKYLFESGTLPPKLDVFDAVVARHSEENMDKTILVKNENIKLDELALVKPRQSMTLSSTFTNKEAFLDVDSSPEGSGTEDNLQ
# Kir21 inh = inhibitors of mouse Kir2.1 inward-rectifier potassium channel | P35561 | HEK293-Kir2.1, FluxOR thallium flux fluorescence; hits give low values | B-score at 10 µM | 310,000 tested, 0.85% active | AID 1672;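 active = fluorescence ratio B-score at or below minus 3 SD of library scores, with starting-brightness B-score within 2 SD, cut at about -4.2 in these data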;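 also: channel flux triggered by added potassium and thallium sulfate stimulus; B-score of peak minus minimum fluorescence over baseline after thallium stimulus; more negative B-score means stronger Kir2.1 block with less thallium influx; some compounds called inactive have numbers as strong as hits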
# Target sequence (P35561 whole entry, looked up): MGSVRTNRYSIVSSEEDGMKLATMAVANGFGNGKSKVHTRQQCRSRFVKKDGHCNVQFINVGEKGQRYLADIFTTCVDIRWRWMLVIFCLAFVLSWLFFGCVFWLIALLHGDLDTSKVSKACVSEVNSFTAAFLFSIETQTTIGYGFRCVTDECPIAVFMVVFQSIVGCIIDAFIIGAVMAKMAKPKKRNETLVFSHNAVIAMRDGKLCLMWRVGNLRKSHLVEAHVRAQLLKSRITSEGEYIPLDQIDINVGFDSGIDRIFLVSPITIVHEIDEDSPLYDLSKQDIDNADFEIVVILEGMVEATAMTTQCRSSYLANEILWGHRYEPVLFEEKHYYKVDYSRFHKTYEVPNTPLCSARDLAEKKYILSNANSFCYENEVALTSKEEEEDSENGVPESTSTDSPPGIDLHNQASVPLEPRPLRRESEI
# The depositor's hits bear a star; i = inactive; . = no result given.
item	structure	CHT inh	Kir21 inh
1	O=C(Nc1ccc(Oc2ccccc2)cc1)c1ccco1	i	-0.99
2	NC(=O)Cn1c(=O)n(CCC(=O)Nc2ccc(F)cc2)c(=O)c2sccc21	i	-1.3
3	CC(C)(C)c1ccc(C(=O)NCC(=O)OCC(=O)c2ccc3c(c2)-c2ccccc2C3)cc1	i	0.48
4	NC(=O)/C(=C\c1ccco1)NC(=O)c1ccc(Br)o1	i	0.01
5	O=c1[nH]cnc2nc3n(c12)CCCCC3	i	-0.21
6	N#CC1=C(Nc2ccccc2)SC=C(c2ccc(Cl)c(Cl)c2)N=C1N1CCOCC1	i	0.36
7	CCc1ccc(NCc2nc3ccccc3c(=O)[nH]2)cc1	i	1.2
8	O=C(NC1CCCCC1)C(c1ccc(F)cc1)N(Cc1ccco1)C(=O)c1csnn1 (stereo unspecified)	i	3.4
9	CC(C(=O)NC1C(=O)N2C(C(=O)O)=C(CSc3nnnn3C)CSC12)n1cc(Cl)cn1 (stereo unspecified)	i	-0.28
10	COc1ccc(NC(=O)C2CCCN2S(=O)(=O)c2ccc3c(c2)CC(C)N3C(C)=O)cc1OC (stereo unspecified)	i	-0.85
11	Cc1cc(OC(C)C(=O)NCC(O)c2ccccc2)c2c(C)c(C)c(=O)oc2c1 (stereo unspecified)	i	-0.81
12	O=C(Cn1c(-c2ccccc2)noc1=O)Nc1ccc(N2CCCCCC2)cc1	i	-0.05
13	COc1ccccc1Nc1ncnc2c1c(C)c(C)n2CCO	i	-0.19
14	O=C(Cn1[nH]c(=O)c2ccccc2c1=O)OCC(=O)N1CCc2ccccc2C1	-5.4*	-0.01
15	CCn1c(SCC(=O)NNC(=O)c2ccc(OC)cc2)nnc1-c1cccnc1	i	1.4
16	COc1ccc(-n2c(-c3ccc(Cl)cc3Cl)n[nH]c2=S)c(OC)c1	i	1.5
17	COc1cccc(NC(=O)CSc2nnc(NC(=O)c3ccco3)s2)c1	i	0.84
18	O=C(NC1CCCCC1)C1CCN(C(=O)NCc2ccccc2)CC1	i	-2.7
19	O=C(COC(=O)C1CC1)NCCNC(=O)COC(=O)C1CC1	i	-2.2
20	CCN(CCn1cccn1)Cc1nc(Cc2cccc(F)c2)no1	i	-1.5
21	CSc1ncccc1C(=O)OCc1ccccc1	i	-0.53
22	CCCC(C)C(=O)NCc1ccncc1 (stereo unspecified)	i	1
23	O=C(CNS(=O)(=O)c1ccc(Br)s1)NCc1ccccc1	i	-1.8
24	O=C(CNc1cc(S(=O)(=O)N2CCCC2)ccc1OCC(F)(F)F)Nc1cccc(C(F)(F)F)c1	i	-0.75
25	O=C(N/N=C/c1ccccn1)c1ccc(Cl)cc1	i	-0.06
26	Cn1c(/C=C/c2ccc([N+](=O)[O-])o2)nc2ccccc2c1=O	i	0.22
27	Clc1ccccc1OCCCCN1CCCC1	i	-0.06
28	COCCn1c(SCC(=O)NC(=O)NC(C)(C)C)nc2ccccc21	i	-1.5
29	CCNC(=O)COC(=O)c1ccc(-c2nc3ccccc3s2)s1	i	0.8
30	C/C(=N\NC(=O)c1ccc(O)cc1)c1cccc(NC(=O)c2ccc(Cl)cc2)c1	i	1.1
31	COc1ccc(OC)c(C(c2nnnn2CCc2ccccc2)N2CCC(C(N)=O)CC2)c1 (stereo unspecified)	i	-0.07
32	CC(C)[C@H](NC(=O)[C@@H]1Cc2c([nH]c3ccccc23)C2c3ccccc3C(=O)N21)C(=O)NCC1CCCO1 (stereo partly specified)	i	0.54
33	O=C(Cn1ccc(=O)[nH]c1=O)NCCO	i	1.5
34	Cc1onc(-c2ccccc2)c1CNC(=O)CN1C(=O)c2ccccc2C1=O	i	0.34
35	Cc1cc(C)c2c(c1)NC(C(=O)O)C1CC=CC21 (stereo unspecified)	i	1.6
36	C[C@@H](C(=O)NCc1ccccc1)[C@H]1C[C@]1(C)[C@H](NC(=O)OCc1ccccc1)c1ccccc1	i	1.2
37	Cc1ccc(-c2nnc(-c3ccccc3Br)o2)cc1	i	-0.29
38	Cn1c(SCC(=O)NCC2CCCO2)ncc(C(=O)Nc2ccccc2)c1=O (stereo unspecified)	i	0.71
39	CCCCN(C(=O)c1ccc([N+](=O)[O-])s1)c1c(N)n(CCCC)c(=O)[nH]c1=O	i	0.02
40	NC(=O)c1sc2nc3c(c(-c4ccc(Cl)cc4)c2c1N)CCCC3	i	0
41	O=C(NC1CCN(C(=O)N2c3ccccc3Sc3ccccc32)CC1)c1ccccc1Cl	i	-0.88
42	Cc1c(Nc2nc3ccccc3n3cnnc23)cccc1[N+](=O)[O-]	i	1.5
43	CCN(CC)S(=O)(=O)c1ccc(NC(=O)c2cccnc2Cl)c(NC(=O)c2cccnc2Cl)c1	i	-0.83
44	COc1ccc(-n2nnnc2SCC(N)=O)cc1	i	1.3
45	CC(C)C[C@H](NC(=O)c1[nH]cnc1C(=O)N[C@@H](Cc1ccccc1)C(=O)OC(C)(C)C)C(=O)OCc1ccccc1	i	0
46	Cc1c(C)[n+](=O)c2c(n1[O-])CCC2	i	2.5
47	N#CC1=C(N)N(c2ccccc2Sc2ccccc2)C(=O)C1	i	0.75
48	CC(C)c1nc2cc(C(=O)N(C)Cc3ccc(F)cc3)ccc2o1	i	-0.06
49	Cc1cc(NC(=O)c2ccc(S(=O)(=O)N3CCOCC3)cc2)nc2c1c(=O)oc1ccccc12	i	-0.22
50	Cc1cc(C)cc(NC(=O)c2sc3nc4n(c(=O)c3c2C)CCC4)c1	i	-0.17
51	CC(C)n1cc(/C=C2\NC(=O)N(c3cccc(Cl)c3)C2=O)c2ccccc21	i	-2.9
52	CCN(CC)S(=O)(=O)c1ccc(C(=O)NC2=C(C(=O)OC)SCC2)cc1	i	1.6
53	CCN(c1ccccc1)S(=O)(=O)c1ccc(C(=O)Nc2nnc(CSC)o2)cc1	i	-0.75
54	O=c1c2ccccc2nc(SCc2cc(F)cc3c2OCOC3)n1Cc1ccco1	i	-0.48
55	COc1ccccc1CCc1nnc(CCC(=O)NC(C)Cn2nc(C)cc2C)o1 (stereo unspecified)	i	0.36
56	Brc1ccccc1OCCCCCN1CCCC1	i	-0.2

# (continued)
item	structure	CHT inh	Kir21 inh
57	COc1ccc(S(=O)(=O)n2nc(OC(=O)c3ccc(C)cc3)cc2N)cc1	i	-1.3
58	Cc1cccc2sc(N(CCCN(C)C)C(=O)c3ccc(Cl)s3)nc12	-6.8*	-5.4*
59	COc1ccccc1-c1cc(C(F)(F)F)nc(S(=O)(=O)CCCC(=O)NCc2ccc(F)cc2)n1	i	-0.39
60	O=C(COC(=O)C1CCCN1C(=O)c1cccs1)Nc1ccc2c(c1)OCO2 (stereo unspecified)	i	-1.3
61	COCc1nc2ccccc2n1Cc1ccc(Br)cc1	i	0.99
62	CN(CCCC(=O)NC1CC(C)(C)NC(C)(C)C1)S(=O)(=O)c1ccc([N+](=O)[O-])cc1	i	-0.61
63	Cc1cccc(NC(=O)CN2CCOCC2)c1C	i	0.44
64	CC1(OC(=O)CCc2ccccc2)C(=O)C=C2C=C(c3ccc(C#N)cc3)N(C3CC3)C=C2C1=O (stereo unspecified)	i	0.02
65	CC(=O)Nc1ccccc1OCC(=O)NCC(F)(F)F	i	-0.74
66	O=C(O)c1ccc(/C=N/O)cc1	i	-0.61
67	O=C(Cc1ccc(F)cc1)N1CCC2(CC1)NCCc1[nH]cnc12	i	0.61
68	COc1cc(N=Nc2ccccc2C(=O)O)ccc1O	i	1.2
69	O=C1N/C(=N\N=C\c2cccs2)SC1Cc1cccc(Cl)c1 (stereo unspecified)	i	1
70	O=C(C(=S)N1CCOCC1)c1c[nH]c2ccccc12	i	2
71	CC(C)(C)c1ccc(CNC(=O)C2CCCN2C(=O)Nc2ccccc2)cc1 (stereo unspecified)	i	-0.97
72	O=C(CSC1=NNC(c2ccccn2)S1)Nc1cccc(Cl)c1 (stereo unspecified)	i	0.06

# Entries by screen from the list:
# Kir21 inh, nos. 29 to 39, in order: 0.8, 1.1, -0.07, 0.54, 1.5, 0.34, 1.6, 1.2, -0.29, 0.71, 0.02

# Record cards, from the list above.
# O=C(C(=S)N1CCOCC1)c1c[nH]c2ccccc12 in the list: CHT inh: i; Kir21 inh: 2
# O=C(O)c1ccc(/C=N/O)cc1 in the list: CHT inh: i; Kir21 inh: -0.61
# CC(=O)Nc1ccccc1OCC(=O)NCC(F)(F)F in the list: CHT inh: i; Kir21 inh: -0.74

# Next compounds
item	structure	CHT inh	Kir21 inh
73	O=c1cc(CSc2nnc(COc3ccccc3Cl)o2)nc2sccn12	i	0.55
74	Cc1ccc(-c2nc3ncccn3c2NC2CCCCC2)o1	i	-0.56
75	CCCCC(CC)C(=O)Nc1ccc(C#N)cc1 (stereo unspecified)	i	0.5
76	COc1ccc2oc3cc(C)[n+]([O-])c(-c4ccc(Cl)cc4)c3c2c1	i	-1.3
77	CCOC(=O)c1c(C)n(CC(O)CN(CC)CC)c2cc(Br)c(OC)cc12 (stereo unspecified)	i	-0.11
78	O=C1c2ccccc2C(=O)N1OCCOCCOCCON1C(=O)c2ccccc2C1=O	i	-3.6
79	CCN1C(=O)/C(=C\N2CCN(c3cccc(Cl)c3)CC2)SC1=S	i	-0.34
80	Cc1cc(C)c2nc(C(F)(F)F)nc(NCCCN3CCOCC3)c2c1	i	-2
81	COc1ccccc1NC(=O)c1ccccc1N(Cc1ccccc1)S(C)(=O)=O	i	-0.99
82	CCCN(CC(=O)Nc1ccccc1C)C(=O)c1cccc(S(=O)(=O)N2CCc3ccccc3C2)c1	i	-1.2
83	CC(C)Cn1c(SCC(=O)Nc2cccc(S(N)(=O)=O)c2)nc2ccccc2c1=O	i	-2.6
84	CCC(CC)NC(=O)c1cccc(Oc2ccccc2)c1	i	2.1
85	O=C(Nc1ccc(CN2CCOCC2)cc1)c1cccc(-c2cc3ccccc3oc2=O)c1	i	-1.5
86	O=C(CN1N=C(c2ccccc2)CCC1=O)NCc1ccccc1	i	-1.7
87	CCCCSc1nn[nH]n1	i	-0.35
88	Cc1cccc(-n2ncc3c(N4CCOCC4)ncnc32)c1	i	-0.71
89	N#Cc1ccccc1NC(=O)CSc1n[nH]c(-c2ccco2)n1	i	-0.07
90	O=C(Oc1nsnc1N1CCOCC1)c1ccccc1	i	-2.9
91	CCCOC(=O)CN1C(=O)c2ccccc2C1=O	i	2
92	CSc1sc(C(=O)NNC(C)=O)c2c1C=CCC2	i	-0.12
93	Cc1sc2ncnc(OCc3nnc(-c4cccs4)o3)c2c1C	i	0.66
94	CCc1ccc(NC(=O)COC(=O)/C(=C/c2ccccc2OC)c2ccccc2)cc1	i	1
95	COc1ccc(Br)cc1C(=O)NC(=S)Nc1c(C)n(C)n(-c2ccccc2)c1=O	i	0.84
96	CCCCCN(C(=O)CCCSc1nncs1)c1c(N)n(CCCC)c(=O)[nH]c1=O	i	2.4
97	Oc1ccc(COCc2ccccc2)c2cccnc12	i	0.43
98	CCOc1ccc(/C=N/NC(=O)Cc2csc(Nc3cccc(C(F)(F)F)c3)n2)c(OCC)c1	i	0.3
99	CCn1ncc(S(=O)(=O)NCc2ccco2)c1C	i	-1.8
100	N=C1/C(=C\c2ccc(OC(=O)c3ccco3)cc2)C(=O)N=C2SC=NN12	.	-0.06
101	CC(C)C(OC(=O)/C=C/c1ccc2c(c1)OCO2)C(=O)NC(N)=O (stereo unspecified)	i	0.78
102	Cc1ccc(C(=O)N/C(=C/c2ccco2)C(=O)N2CCOCC2)cc1	i	0.15
103	O=C(N/N=C/c1c[nH]c2ccc(Br)cc12)c1ccc2c(c1)OCO2	i	-0.01
104	CCOC(=O)Cc1nnc(NCc2ccccc2)c2ccccc12	i	0.13
105	CCn1cc([N+](=O)[O-])c(C(=O)N2N=C(c3ccc(O)c(OC)c3)CC2c2ccccc2O)n1 (stereo unspecified)	i	-0.24
106	CCc1nn(C(C)C(=O)N2CCc3ccccc3C2)c(=O)c2cc3occc3n12 (stereo unspecified)	i	-0.6
107	Oc1cccc(/C=N/Nc2cccc3cccnc23)c1	.	1.1
108	Oc1ccc(Cl)cc1-c1cc(-c2ccccc2Cl)[nH]n1	i	0.36
109	Cc1ccc2c(CC(=O)NNC(=O)c3ccccc3)coc2c1	i	-0.02
110	COc1ccc(/C=N/NC(=O)c2[nH]c3ccc(C)cc3c2-c2ccccc2)c(C(=O)O)c1OC	i	-0.06
111	O=C1c2ccccc2-c2ncnc3c(N4CCOCC4)cc(N4CCOCC4)c1c23	i	-0.02
112	CCN(CC)S(=O)(=O)c1ccc(N/N=C/c2ccccc2OCC(=O)O)c([N+](=O)[O-])c1	i	-0.05
113	CCOC(=O)c1c(C)[nH]c(O)c1C=Nc1ccc(C(F)(F)F)cc1	i	-0.82
114	COc1ccc(-c2nc3n(c2C)CCC3)cc1	i	-0.09
115	Cc1cccc2sc(N(CCCN(C)C)C(=O)c3ccco3)nc12	i	-2.9
116	COC(=O)c1sc(NC(=S)NC(=O)c2ccc(C)cc2)nc1C	i	-1.1
117	Cc1ccccc1OCC(=O)Nc1ccc(C(=O)Nc2ccccc2C(=O)O)cc1	i	-0.4
118	O=C(Nc1ccc(F)c(F)c1)c1ccco1	i	0.38
119	O=C(OCC(=O)c1ccc[nH]1)c1ccc(S(=O)(=O)N2CCCCC2)cc1	.	0.14
120	Cc1ccccc1-n1c(=O)n(Cc2ccco2)c(=O)c2[nH]cnc21	i	1.8
121	COC(=O)c1ccc(C(=O)OC)c(NC(=O)COC(=O)CC2CC3CCC2C3)c1 (stereo unspecified)	i	-2
